Screening data from PubChem.
Mtb BioA inh: BioA (M. tuberculosis) enzyme inhibition; purified M. tuberculosis BioA enzyme, plate reader; inhibition, % at 9.99 µM; AID 602481; 360,000 tested, 0.096% active; in the data active = inhibition above about 40%
TcdB inh: inhibitors of Clostridioides difficile toxin B glycohydrolase | P18177 | inhibition, % at 9.99 µM | TcdB glycohydrolase enzymatic assay, plate reader | 350,000 tested, 0.24% active; in the data active = inhibition above about 10%
Numbers without * were called inactive.

compound	Mtb BioA inh	TcdB inh
CC(C)NC(=O)Nc1ccc2c(c1)C(=O)N([C@H](C)CO)C[C@@H](C)[C@H](CN(C)C(=O)Nc1ccccc1)OCCCC[C@@H](C)O2	-0.8	-0.7
COc1ccc(NC(=O)N(C)C[C@@H]2Oc3ccc(NC(=O)CCN4CCOCC4)cc3CC(=O)N([C@H](C)CO)C[C@@H]2C)cc1	-0.5	-0.2
Cc1ccc(S(=O)(=O)Nc2ccc3c(c2)C(=O)N([C@@H](C)CO)C[C@@H](C)[C@@H](CN(C)S(C)(=O)=O)O3)cc1	5.4	0.9
C[C@H]1CN([C@@H](C)CO)S(=O)(=O)c2ccc(C3=CCCC3)cc2O[C@H]1CN(C)CC1CC1	7.4	-1.1
Cc1noc(C)c1NC(=O)Nc1ccc2c(c1)CC(=O)N([C@H](C)CO)C[C@H](C)[C@@H](CN(C)Cc1ccc(C(=O)O)cc1)O2	-0.7	0.9
O=C(Nc1ccccc1F)N[C@@H]1C=C[C@@H](CC(=O)N2CCCCC2)O[C@@H]1CO	1.9	-0.3
O=C(C[C@H]1C=C[C@H](NC(=O)c2ccccn2)[C@@H](CO)O1)NCc1cc(F)cc(F)c1	-3.5	0.7
CC(C)NC(=O)N(C)C[C@H]1Oc2ncc(-c3cccc(C#N)c3)cc2C(=O)N([C@H](C)CO)C[C@@H]1C	-0.2	0.6
COc1ccc(CN2C[C@@H](O)COC[C@@H]3O[C@H](CC(=O)N(C)C)CC[C@H]32)cc1	-1.6	-1.7
Cc1noc(C)c1NC(=O)Nc1ccc2c(c1)C(=O)N([C@H](C)CO)C[C@@H](C)[C@H](CN(C)Cc1ccc(C(=O)O)cc1)O2	0.6	0.6
C[C@H]1CN([C@@H](C)CO)C(=O)c2cccc(NC(=O)c3cnccn3)c2O[C@@H]1CN(C)C(=O)Nc1cccc2ccccc12	-1.8	0.0
O=C(C[C@@H]1C=C[C@H](NC(=O)C2CCOCC2)[C@H](CO)O1)Nc1ccc(-c2ccccc2)cc1	0.6	-0.6
C[C@H]1CN([C@@H](C)CO)C(=O)c2cc(NC(=O)c3ccncc3)ccc2O[C@H]1CN(C)Cc1ccncc1	-1.6	0.7
C[C@@H]1CN([C@H](C)CO)C(=O)c2cc(NC(=O)C3CCCCC3)ccc2O[C@@H](C)CCCCO[C@@H]1CN(C)C(=O)NC1CCCCC1	-1.7	-0.1
CO[C@H](CN(C)S(=O)(=O)c1ccc(Cl)cc1)[C@H](C)CN([C@H](C)CO)S(=O)(=O)c1cccc(Cl)c1	0.0	-1.5
COc1ccc(CN(C)C[C@@H]2OCCCC[C@@H](C)Oc3ccc(NC(=O)CCCN(C)C)cc3C(=O)N([C@@H](C)CO)C[C@H]2C)cc1	-0.8	-1.2
C[C@@H]1CN([C@@H](C)CO)C(=O)CCCn2cc(nn2)CO[C@H]1CN(C)Cc1cccc(C(F)(F)F)c1	0.8	0.2
O=C(C[C@H]1C=C[C@@H](NC(=O)C2CCOCC2)[C@H](CO)O1)NCC1CCCCC1	-0.9	0.3
CO[C@H](CN(C)C(=O)C1CC1)[C@H](C)CN(C(=O)Nc1ccc(C(F)(F)F)cc1)[C@H](C)CO	-3.9	-1.1
CCCNC(=O)N(C)C[C@H]1Oc2ncc(C3=CCCC3)cc2C(=O)N([C@H](C)CO)C[C@@H]1C	1.0	-0.3
O=C(C[C@H]1CC[C@H](NC(=O)Nc2ccc3c(c2)OCO3)[C@@H](CO)O1)NCc1ccccc1	-0.9	0.5
CC(C)NC(=O)Nc1ccc2c(c1)CC(=O)N([C@@H](C)CO)C[C@H](C)[C@H](CN(C)C(=O)NC(C)C)O2	-2.5	0.1
CCCNC(=O)Nc1ccc2c(c1)C(=O)N(C)C[C@H](OC)[C@@H](C)CN[C@@H](C)CO2	-1.4	-3.3
C[C@H](CO)N1C[C@H](C)[C@@H](CN(C)C(=O)c2ccccc2)OCCCC[C@H](C)Oc2ccc(NS(=O)(=O)c3cn(C)cn3)cc2C1=O	0.4	2.3
Cc1noc(C)c1S(=O)(=O)Nc1ccc2c(c1)C(=O)N([C@H](C)CO)C[C@H](C)[C@@H](CN(C)CC1CCCCC1)O2	1.1	-0.3
Cc1noc(C)c1NC(=O)N(C)C[C@H]1Oc2ccc(NC(=O)Cc3cn(C)c4ccccc34)cc2CC(=O)N([C@H](C)CO)C[C@H]1C	32.8	-0.1
C[C@@H]1CCCCO[C@@H](CN(C)S(=O)(=O)c2ccccc2)[C@@H](C)CN([C@H](C)CO)C(=O)c2cc(NS(=O)(=O)c3ccc(Cl)cc3)ccc2O1	-2.7	-0.1
CN(C)C(=O)C[C@@H]1C[C@@H]2c3cc(NS(C)(=O)=O)ccc3O[C@@H]2[C@H](CO)O1	-1.8	1.4
CO[C@@H]1CN(C)C(=O)c2ccc(NS(=O)(=O)c3cn(C)cn3)cc2OC[C@@H](C)N(Cc2cccc(F)c2)C[C@H]1C	0.3	0.3
O=C(C[C@@H]1C[C@H]2c3cc(NC(=O)c4cccnc4)ccc3O[C@H]2[C@H](CO)O1)NCC(F)(F)F	17.5	-0.6

(continued)
Order of values: Mtb BioA inh	TcdB inh
- CN(C)CC(=O)N[C@@H]1C=C[C@H](CC(=O)NCc2ccccc2F)O[C@H]1CO
    0.1	-0.2
- C[C@@H]1CN([C@@H](C)CO)C(=O)c2cccc(NC(=O)Nc3ccc(F)cc3)c2O[C@H]1CN(C)C(=O)Nc1cccc2ccccc12
    -0.2	0.7
- CC(C)NC(=O)N(C)C[C@H]1Oc2c(NC(=O)C3CC3)cccc2C(=O)N([C@@H](C)CO)C[C@@H]1C
    -0.7	0.4
- COc1ccccc1C(=O)Nc1ccc2c(c1)C(=O)N(C)C[C@H](OC)[C@@H](C)CN(C)[C@H](C)CO2
    -0.3	0.0
- C[C@H]1CN([C@@H](C)CO)C(=O)c2ccccc2-c2ccccc2CO[C@H]1CN(C)CC1CC1
    0.6	-1.5
- C/C=C/c1ccc2c(c1)O[C@@H](CN(C)CCC)[C@@H](C)CN([C@@H](C)CO)S2(=O)=O
    6.3	1.0
- Cn1cnc(S(=O)(=O)N2C[C@@H](O)COC[C@@H]3O[C@H](CC(=O)N4CCN(c5ccccc5)CC4)CC[C@H]32)c1
    -2.4	0.0
- CCCNC(=O)C[C@H]1CC[C@@H]2[C@H](COC[C@@H](O)CN2Cc2cccc(F)c2)O1
    -1.5	-0.7
- CN(C)C(=O)C[C@H]1CC[C@@H]2[C@H](COC[C@H](O)CN2Cc2nccs2)O1
    -1.9	-0.1
- COc1ccc(NC(=O)N(C)C[C@@H]2Oc3ccc(NC(=O)NC4CCCCC4)cc3C(=O)N([C@@H](C)CO)C[C@@H]2C)cc1
    -0.3	0.4
- O=C(NC1CCCC1)N[C@H]1C=C[C@@H](CC(=O)N2CCOCC2)O[C@@H]1CO
    -1.2	-0.5
- CCC(=O)Nc1ccc2c(c1)OC[C@H](C)N(C(=O)Cc1ccccn1)C[C@@H](C)[C@H](OC)CN(C)C2=O
    -0.5	-1.1
- CCCNC(=O)C[C@H]1CC[C@@H]2[C@H](COc3ccc(NC(=O)Nc4cccc(C)c4)cc3C(=O)N2C)O1
    -3.5	0.8
- Cc1noc(C)c1NC(=O)Nc1ccc2c(c1)C(=O)N([C@H](C)CO)C[C@@H](C)[C@H](CN(C)S(=O)(=O)c1c(C)noc1C)OCCCC[C@@H](C)O2
    0.0	1.6
- C[C@H]1CN([C@@H](C)CO)C(=O)Cc2cc(NC(=O)c3ccncc3)ccc2O[C@@H]1CN(C)CC1CCCCC1
    3.3	-0.5
- C[C@@H]1CN([C@@H](C)CO)S(=O)(=O)c2ccc(-c3ccccc3F)cc2O[C@@H]1CN(C)CC1CC1
    -0.4	0.7
- COCC(=O)N(C)C[C@H]1Oc2cc(C#CCN(C)C)ccc2S(=O)(=O)N([C@@H](C)CO)C[C@H]1C
    -0.8	-0.1
- C[C@@H]1CCCCO[C@@H](CN(C)S(=O)(=O)c2ccc(Cl)cc2)[C@@H](C)CN([C@@H](C)CO)C(=O)c2cc(NC(=O)Nc3cccc4ccccc34)ccc2O1
    0.0	-0.9
- CC=Cc1ccc2n(c1=O)C[C@H]1[C@H](CO)[C@@H](C(=O)NCc3ccc4c(c3)OCO4)[C@@H]2N1C(=O)CC (mixture of isomers)
    4.1	1.7
- C[C@H]1CN([C@@H](C)CO)C(=O)Cc2cc(NC(=O)Nc3cccc4ccccc34)ccc2O[C@@H]1CN(C)C(=O)Nc1ccc(F)cc1
    0.2	-0.6
- C[C@H](CO)N1C[C@H](C)[C@@H](CN(C)S(=O)(=O)c2cccc(F)c2)OCc2ccccc2-c2c(n(C)c3ccccc23)C1=O
    -1.7	-7.3
- COc1ccc(CN(C)C[C@@H]2OCCCC[C@@H](C)Oc3ccc(NC(=O)CCCN(C)C)cc3C(=O)N([C@H](C)CO)C[C@H]2C)cc1
    -0.6	0.5
- Cc1noc(C)c1NC(=O)Nc1ccc2c(c1)C(=O)N([C@@H](C)CO)C[C@@H](C)[C@H](CN(C)C(=O)c1ccccc1)OCCCC[C@H](C)O2
    -0.6	0.2
- C[C@H]1CN([C@@H](C)CO)S(=O)(=O)c2ccc(-c3cncnc3)cc2O[C@@H]1CN(C)C(=O)Cc1cccnc1
    -3.0	-0.1
- CCC(=O)N(C)C[C@H]1Oc2cc(-c3ccc(C#N)cc3)ccc2S(=O)(=O)N([C@@H](C)CO)C[C@@H]1C
    8.4	0.5
- C[C@H]1CN([C@@H](C)CO)S(=O)(=O)c2ccc(C#CC3CCCC3)cc2O[C@H]1CN(C)S(C)(=O)=O
    3.4	1.0
- O=C(C1CCCCC1)N1[C@@H]2CN(S(=O)(=O)c3ccccc3)c3ccccc3[C@@H]2[C@@H]1CO
    -2.6	-0.2
- CN1c2ccc(-c3ccc(F)cc3)cc2[C@@H]2[C@@H](CCN2C(=O)Nc2cc(F)ccc2F)[C@@H]1CO
    0.4	1.7
- O=C(c1cccc(F)c1)N1C[C@H]2[C@@H](c3ccccc31)[C@@H](CO)N2Cc1cocn1
    -1.2	-0.4
- CC1C=NC(S(=O)(=O)N2CC[C@@H]3[C@H](CO)N(C)c4ccc(C5=CCCCC5)cc4[C@@H]32)=N1 (some centres undefined)
    0.7	0.6
- CO[C@@H]1CN(C)C(=O)c2ccc(NC(=O)NC(C)C)cc2OC[C@@H](C)NC[C@@H]1C
    0.2	0.3
- C[C@@H]1CN([C@H](C)CO)C(=O)c2cc(/C=C/c3ccccc3)cnc2O[C@H]1CN(C)Cc1ccncc1
    -0.3	0.7
- COc1ccc(NC(=O)Nc2cccc3c2O[C@@H](CN(C)C(=O)Nc2ccc(F)cc2)[C@@H](C)CN([C@H](C)CO)C3=O)cc1
    -2.4	-0.1
- OC[C@@H]1[C@H](c2ccc(-c3ccccc3F)cc2)[C@@H]2CN(Cc3cncnc3)CCCCN12
    0.8	0.1
- COc1cccc(S(=O)(=O)N2CCCCN3[C@H](C2)[C@@H](c2ccc(C4=CCCCC4)cc2)[C@@H]3CO)c1
    -1.8	1.0
- CC=Cc1ccc2n(c1=O)C[C@@H]1[C@@H](CO)[C@H](C(=O)NCc3ccccn3)N(CC3CC3)[C@H]21 (mixture of isomers)
    -1.4	0.3
- C[C@@H]1CN([C@H](C)CO)C(=O)c2cc(C#CC3(O)CCCC3)cnc2O[C@@H]1CN(C)CC1CC1
    1.7	-0.4
- NCC[C@@H]1CC[C@@H](NS(=O)(=O)Cc2ccccc2)[C@H](CO)O1
    -2.3	0.0
- C[C@H](CO)N1C[C@H](C)[C@@H](CN(C)Cc2ccc(C(F)(F)F)cc2)Oc2ccc(NC(=O)Nc3ccccc3)cc2C1=O
    -2.5	-0.1
- C[C@H]1CN([C@@H](C)CO)C(=O)c2cccc(NC(=O)NC3CCCCC3)c2O[C@@H]1CN(C)CC1CC1
    0.7	0.5
- CCS(=O)(=O)N[C@H]1C=C[C@@H](CC(=O)N2CCCCC2)O[C@H]1CO
    -2.8	-1.3
- Cc1noc(C)c1S(=O)(=O)N(C)C[C@@H]1Oc2ccc(NC(=O)NC(C)C)cc2CC(=O)N([C@@H](C)CO)C[C@@H]1C
    -1.1	1.0
- COc1ccc(CN(C)C[C@H]2Oc3ccc(NC(=O)Cn4cnnn4)cc3C(=O)N([C@@H](C)CO)C[C@H]2C)cc1
    1.8	0.8

Copied from the list:
Mtb BioA inh, `CCS(=O)(=O)N[C@H]1C=C[C@@H](CC(=O)N2CCCCC2)O[C@H]1CO` = -2.8
Mtb BioA inh, `CCCNC(=O)C[C@H]1CC[C@@H]2[C@H](COc3ccc(NC(=O)Nc4cccc(C)c4)cc3C(=O)N2C)O1` = -3.5

4 of the compounds above, field by field:
structure: OC[C@@H]1[C@H](c2ccc(-c3ccccc3F)cc2)[C@@H]2CN(Cc3cncnc3)CCCCN12
  Mtb BioA inh: 0.8; TcdB inh: 0.1

structure: CC1C=NC(S(=O)(=O)N2CC[C@@H]3[C@H](CO)N(C)c4ccc(C5=CCCCC5)cc4[C@@H]32)=N1 (some centres undefined)
  Mtb BioA inh: 0.7; TcdB inh: 0.6

structure: COc1ccc(NC(=O)N(C)C[C@@H]2Oc3ccc(NC(=O)CCN4CCOCC4)cc3CC(=O)N([C@H](C)CO)C[C@@H]2C)cc1
  Mtb BioA inh: -0.5; TcdB inh: -0.2

structure: COc1ccc(NC(=O)Nc2cccc3c2O[C@@H](CN(C)C(=O)Nc2ccc(F)cc2)[C@@H](C)CN([C@H](C)CO)C3=O)cc1
  Mtb BioA inh: -2.4; TcdB inh: -0.1

The list is partial (hit frequency here may not be typical).
